CHO parental Ca = counter-screen for OX1R antagonists: effect in parental CHO cells | parental CHO-K1, ATP-induced calcium, Fluo-8 fluorescence | hit rate 0.63% among 330,000 | AID 463079 | inhibition, % at 5.6 µM;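 active = inhibition above that plate's mean sample inhibition plus 3 SD, cut at about 26% in these data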;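 also: 0% = ATP-challenged DMSO wells and 100% = DMSO wells without ATP; some compounds past the cut are filed as inactive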
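Measured by: calcium-sensitive Fluo-8 fluorescence / Test system: CHO parental line / Controls: ATP-challenged DMSO wells low, unchallenged DMSO wells high / Measure: % inhibition / Compound: single nominal dose of 5.6 µM per compound / Replicates: single well per compound, no replicates / Reagent: ATP as calcium-mobilizing challenge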
CHO-K1 Ca ag = nonselective activator or artifact in parental CHO-K1 cells | AID 602248 | activation, % at 3 µM | Fluo-8 calcium fluorescence; scaled to maximal ATP response, vehicle zero | hit rate 0.48% among 360,000; in the data active = activation above about 15%;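 also: untransfected CHO-K1 host cells lacking M1 receptor as counterscreen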
M1 PAM parental = M1 PAM counterscreen hit in parental CHO-K1 cells; ATP EC20, Fluo-8 calcium fluorescence; 0% at ATP EC20, 100% at ATP max; activation, % at 3 µM; hit rate 0.02% among 360,000; AID 602247;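 active = activation above the run cutoff, the mean activation of all test compounds plus 3 SD, cut at about 40% in these data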;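 also: peak over basal fluorescence ratio in a 140 s read after ATP addition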
CHRM1 agonist = agonists of human M1 muscarinic receptor. activation, % at 3 µM. CHO-K1 hM1, Fluo-8 calcium fluorescence, agonist mode; 0% DMSO, 100% acetylcholine EC100. hit rate 0.33% among 360,000;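 active = activation above the run's mean compound activation plus 3 SD, cut at about 16% in these data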;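 also: peak over basal fluorescence ratio within a 140 s kinetic read after compound addition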
Target sequence (P11229 whole entry, looked up): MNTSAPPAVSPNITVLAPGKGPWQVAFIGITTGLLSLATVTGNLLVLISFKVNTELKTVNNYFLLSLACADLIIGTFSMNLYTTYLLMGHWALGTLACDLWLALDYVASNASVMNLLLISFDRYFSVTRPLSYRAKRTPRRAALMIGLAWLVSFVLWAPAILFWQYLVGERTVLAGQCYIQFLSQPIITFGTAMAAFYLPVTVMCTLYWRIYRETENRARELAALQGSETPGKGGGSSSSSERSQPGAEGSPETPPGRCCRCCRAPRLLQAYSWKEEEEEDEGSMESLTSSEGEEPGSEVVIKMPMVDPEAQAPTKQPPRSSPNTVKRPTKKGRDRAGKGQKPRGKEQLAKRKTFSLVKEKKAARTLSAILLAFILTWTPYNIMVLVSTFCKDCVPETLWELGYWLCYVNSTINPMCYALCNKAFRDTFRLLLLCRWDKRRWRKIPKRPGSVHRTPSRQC
TAAR1 agonist = human TAAR1 agonism | Q96RJ0 | CHO RD-HGA16 TAAR1, Fluo-8 calcium fluorescence; vehicle wells 0%, saturating PEA agonist 100% | activation, % at 3 µM | hit rate 0.99% among 360,000 | AID 624467;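 active = activation above the mean activation of all test compounds in the run plus 3 SD, cut at about 38% in these data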
Target sequence (Q96RJ0 whole entry, looked up): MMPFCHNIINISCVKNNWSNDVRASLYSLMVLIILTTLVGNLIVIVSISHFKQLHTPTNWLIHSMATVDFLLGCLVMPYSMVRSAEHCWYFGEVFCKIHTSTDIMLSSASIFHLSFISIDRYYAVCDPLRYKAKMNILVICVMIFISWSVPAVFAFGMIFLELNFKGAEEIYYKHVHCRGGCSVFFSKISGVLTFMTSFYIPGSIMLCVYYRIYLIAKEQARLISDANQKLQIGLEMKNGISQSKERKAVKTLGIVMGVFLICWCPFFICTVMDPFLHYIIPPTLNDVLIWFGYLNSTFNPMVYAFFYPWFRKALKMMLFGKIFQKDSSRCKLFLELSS
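Benchmarks: low control DMSO, high control PEA (EC100); System: CHO RD-HGA16 cells carrying human TAAR1 plus Gα16; Detection: Fluo-8 fluorescence, 5 s baseline then 140 s kinetic read; Schedule: 17-24 h plating, Fluo-8 75 min 37 °C, 30 min RT; Read-out basis: % activation from peak over basal fluorescence ratio, DMSO-to-PEA scaled.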
M1 PAM = human CHRM1 positive allosteric modulation. P11229. CHO-K1 hM1, Fluo-8 calcium fluorescence, ACh EC20; 0% = ACh EC20, 100% = maximal ACh. activation, % at 3 µM. hit rate 0.088% among 360,000; in the data active = activation above about 19%, passing the limit was not always enough
CHRM1 antagonist = antagonists of human M1 muscarinic receptor; P11229; CHO-K1 hM1, Fluo-8 calcium fluorescence, ACh EC80 antagonist; inhibition, % at 3 µM; hit rate 1.3% among 360,000; AID 588852;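 active = percent inhibition above its own plate's cutoff, namely the mean of that plate's compound wells plus 3 SD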;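 also: peak over basal fluorescence ratio during 140 s after agonist addition; 0% = ACh EC80 plus DMSO and 100% = DMSO alone without agonist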
TAAR1 antag = antagonists of human TAAR1; AID 624466; inhibition, % at 3 µM; hit rate 1.5% among 360,000; Q96RJ0; CHO RD-HGA16 TAAR1, Fluo-8 calcium fluorescence, antagonist;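 active = inhibition above a per-plate cutoff, the mean inhibition of test compounds on that plate plus 3 SD, cut at about 49% in these data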;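 also: 0% = DMSO plus EC80 beta-PEA response and 100% = DMSO alone without agonist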
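Assay system: RD-HGA16 CHO cells with stable hTAAR1 and Gα16 / Reagent: EC80 β-phenethylamine stimulus / Doses: 3 µM, single point / Timing: dye loading 75 min at 37 °C, then 30 min room temperature / Measured by: Fluo-8 intracellular calcium dye fluorescence, real-time kinetic reads / Controls: vehicle wells and EC80 agonist wells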
CHO-K1 Ca antag = nonselective inhibitor or artifact in parental CHO-K1 cells. ATP-induced calcium, Fluo-8 fluorescence. inhibition, % at 3 µM. hit rate 0.6% among 360,000;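 active = inhibition above a per-plate cutoff, the plate's mean sample inhibition plus 3 SD, cut at about 24% in these data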;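 also: 0% = DMSO plus EC80 ATP and 100% = DMSO alone without ATP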
Starred values were filed as active, the others as inactive; / = no result given.

SMILES	CHO parental Ca	CHO-K1 Ca ag	M1 PAM parental	CHRM1 agonist	TAAR1 agonist	M1 PAM	CHRM1 antagonist	TAAR1 antag	CHO-K1 Ca antag
CCOc1ccc(-n2c(O)c(C=NCCN(CC)CC)c(=O)[nH]c2=O)cc1	-6.9	0.5	3.0	-4.3	2.1	9.2	-6.8	-5.6	6.1
CCOC(=O)[C@@]1(C#N)C(c2ccc(Cl)c(Cl)c2)[C@H](C(N)=O)N2C=C(C(C)=O)C=C[C@H]21 (stereo not given in full)	-23.0	0.6	18.1	-5.7	3.8	3.7	-22.3	-5.1	-8.7
CCC1=Nc2cc(C(=O)N3CCC4(CC3)OCCO4)ccc2Sc2ccc(C)cc21	-28.9	1.4	1.1	-1.6	-0.8	3.6	-2.0	-15.8	-8.9
O=C(c1cn(Cc2ccccc2)c2ccccc12)N1CCCCC1	-16.7	2.2	0.3	-1.9	-2.9	6.6	-2.2	5.3	-6.7
CCC(=Nc1ccccc1N)c1c(O)[nH]c(=O)[nH]c1=O	-13.9	-0.2	6.8	-4.6	0.2	-0.4	1.2	-2.9	3.7
C[n+]1ccc(-c2ccccc2)c2ccccc21	-1.4	-0.2	6.5	-10.8	1.0	-1.4	7.5	0.9	-4.0
O=C1NC(=S)NC(=O)C1=Cc1c(Cl)cccc1Cl	/	0.5	-14.0	2.5	2.0	15.3	-8.2	-6.8	3.9
O=C(Cc1c(-c2ccccc2)nc2ccc(Br)cn12)N1CCCC1	/	1.1	3.6	/	0.3	/	/	-3.2	-1.6
C[C@]12CC[C@H](O)C[C@@H]1CC[C@@H]1[C@@H]2CC[C@]2(C)[C@@H](C(=O)O)C[C@@H]12	-7.1	2.9	25.4	-2.2	4.5	6.5	-4.5	3.2	-9.9
COCCNC(=O)CN1C2CCC1CC(O)(c1cccnc1)C2 (stereo not given)	-5.1	0.3	12.9	-4.5	0.6	-1.5	-0.8	6.0	10.2
CNC(=O)Oc1ccc(C(=O)N2c3ccccc3NC(=O)C2C)cc1 (stereo not given)	-5.3	0.4	10.2	-4.3	2.5	4.2	-6.5	0.1	-7.4
CCNC(=O)[C@H]1O[C@@H](n2cnc3c(N)ncnc32)[C@H](O)[C@@H]1O	-7.0	1.1	23.5	-1.0	0.1	4.5	-22.2	-6.1	-13.1
Cc1nnc(SCc2nc3ccccc3c(=O)n2-c2ccccc2Cl)n1N	-10.9	-0.6	-5.8	10.2	3.1	19.8	-5.1	-5.8	5.6
CC(NC(=O)Cc1cccc2ccccc12)C(=O)N1CCC(=O)CC1 (stereo not given)	2.1	0.8	14.6	-1.6	1.2	6.2	-3.0	-1.5	-7.5
CN1C(=O)N(C)C(=O)C2(Cc3cc(NC(=O)c4ccc(F)cc4)ccc3N3CCCC32)C1=O (stereo not given)	-5.6	-0.1	-10.9	-1.5	3.7	15.2	-19.4	-15.7	0.2
OC(CCNCCc1c[nH]c2ccccc12)C(F)(F)Cl (stereo not given)	5.2	0.3	8.8	-2.5	3.1	-6.3	19.7	-15.8	-9.3
CC[N+](CC)(CC)CCCOC(=O)C(O)(c1ccccc1)C1CCCCC1 (stereo not given)	7.9	0.0	10.7	-6.2	11.3	-23.2	99.2*	2.5	-2.4
O=C(Cc1ccccc1)Oc1cccc(N2C(=O)CCC2=O)c1	5.2	-0.4	19.8	-1.9	-1.9	5.5	-4.4	4.8	-6.3
CCN1CCN(C(=O)Cc2c(C)n(C(=O)c3ccc(Cl)cc3)c3ccc(OC)cc23)CC1	-17.1	1.3	11.4	-7.4	3.2	7.0	-16.0	-20.5	-11.1
O=C(O)COc1ccccc1/C=C1\C(=O)NC(=O)N(CCC2=CCCCC2)C1=O	-5.0	0.5	13.3	-1.7	0.5	3.8	-21.6	-10.9	-10.3
O=C(CCc1nc(-c2ccccc2F)no1)N1CCC2(CC1)OCCO2	2.4	0.6	11.2	-3.2	13.7	-1.4	-6.4	-18.5	-4.3
CN1CCC(n2nccc2N)CC1	4.7	-0.5	-1.2	-3.2	4.0	1.6	-11.5	7.8	-0.1
CC[n+]1c(-c2ccccc2)c2cc(N)ccc2c2ccc(N)cc21	/	0.8	20.6	-8.5	1.7	-6.0	-4.1	-14.9	-10.7
CNC(C(=O)c1ccccc1)C(OC(C)C)c1ccc(Cl)cc1 (stereo not given)	-16.3	-0.1	4.5	-4.9	2.2	11.8	-13.2	-0.9	-4.1
O=[N+]([O-])c1ccc(C(c2ccc([N+](=O)[O-])cc2)c2ccc([N+](=O)[O-])cc2)cc1	/	3.4	15.3	-3.4	3.8	-6.6	-1.6	44.8	-13.0
Additional entries:
SMILES	CHO parental Ca	CHO-K1 Ca ag	M1 PAM parental	CHRM1 agonist	TAAR1 agonist	M1 PAM	CHRM1 antagonist	TAAR1 antag	CHO-K1 Ca antag
Cc1ccsc1C(=O)C1CCCN(CCO)C1 (stereo not given)	-9.0	1.1	32.3	-2.4	6.6	-8.7	6.2	-1.8	-20.9
CC(C)CNC(=O)/C=C/C=C/CCCCCC/C=C/c1ccc2c(c1)OCO2	-5.2	0.3	17.0	-1.1	0.9	3.3	-6.3	-15.3	-1.2
CSc1nc(NC(C)C)nc(NC(C)C)n1	/	-0.3	7.1	-3.8	2.2	4.8	-1.5	-33.8	-6.8
COC(=O)C1=C(c2ccc(F)cc2OCc2ccccc2)C[C@@H]2CC[C@H]1N2C(=O)NC1Cc2ccccc2C1	-25.1	-0.7	-12.6	-5.1	19.9	5.8	-12.6	-2.0	11.0
CCn1cc(C(=O)c2cccs2)c2ccccc21	-17.0	-0.1	-7.0	-5.1	-0.5	6.5	-11.0	4.2	-4.3
CC(ON1CC1(C(F)(F)F)C(F)(F)F)(C(N)=O)C(N)=O (stereo not given)	-0.6	1.2	26.1	-6.4	2.0	8.1	-9.6	-3.3	-10.5
COc1ccc(C(CNC(=O)c2ccc3c(c2)CCC3)N(C)C)cc1 (stereo not given)	-24.3	1.2	-15.8	-9.4	0.4	0.8	4.9	19.6	-11.7
COc1ccc(C2(C#N)CCN(C)CC2)cc1	-4.8	0.8	17.6	-9.2	1.5	0.6	1.5	3.5	-7.7
Cn1c(=O)cc(OCC(=O)N2CCN(C3CCCCC3)CC2)c2ccccc21	-4.7	0.8	11.2	-13.3	2.8	2.9	-16.8	-19.3	1.7
Cc1cccc(OP(=O)(Nc2cccnc2)Oc2cccc(C)c2)c1	-26.2	12.0	18.6	-6.9	9.5	-11.7	3.6	39.0	-5.4
Cc1cccc(-n2c(C)nc3ccccc3c2=O)n1	-1.3	0.2	11.0	-3.6	1.2	7.8	-6.9	-2.8	2.5
O=C1NC(=O)C(=Cc2cccs2)C(=O)N1	/	0.3	11.4	0.7	3.9	2.9	-4.8	-1.3	-1.0
CC1(C)OC(c2ccccc2)=C/C(=C/C=C2C(=O)NC(=O)NC2=O)O1	5.7	10.5	-2.6	16.6*	98.3*	-3.6	9.7	69.6*	4.2
CCOC(=O)[C@]12Cc3ccccc3[C@H]1N(Cc1ccccc1)C(=O)c1cc(F)c(F)cc12	/	0.7	14.6	/	-1.0	/	/	-30.0	-18.6
CC(C)C[C@H](NP(=O)(O)O[C@@H]1O[C@@H](C)[C@H](O)[C@@H](O)[C@H]1O)C(=O)N[C@@H](Cc1c[nH]c2ccccc12)C(=O)O	-10.0	0.0	7.2	-3.5	0.3	-10.5	-7.5	3.4	3.6
COC(=O)C1=C(c2ccc(OC)c(OC)c2)C[C@@H]2CC[C@H]1N2C(=O)N1CCC(C)CC1	-21.7	-0.6	16.3	-4.8	3.8	8.1	-7.2	4.5	-14.8
Cc1cc(C=C2C(=O)NC(=O)NC2=O)c(C)n1-c1cccnc1	3.5	0.6	4.7	-1.4	1.7	3.8	-7.1	-17.0	0.8
Cn1c(O)c(C=NCc2ccco2)c(=O)n(C)c1=O	-17.7	0.7	0.7	-2.0	7.9	-4.9	7.8	-10.5	-6.7
COc1ccc(C)cc1NC1=NCCCS1	-2.1	0.4	1.5	-14.8	1.2	6.6	4.9	-23.5	-18.1
COC(=O)C1=C(c2ccc(F)cc2OCc2ccccc2)C[C@@H]2CC[C@H]1N2C(=O)NC1CCCCC1	-27.2	-0.2	8.3	-5.2	10.3	4.4	-10.9	-3.7	-8.9
NP(=O)(Oc1ccccc1)Oc1ccccc1	/	0.8	10.5	-1.9	2.2	3.1	-7.3	6.8	-8.9
CC(NS(C)(=O)=O)c1nnc2n1-c1ccc(Br)cc1C(c1ccccc1Cl)=NC2 (stereo not given)	-2.7	0.0	-22.7	-2.2	22.7	22.8	-16.1	4.3	8.6
O=C1NC(=O)C(=Cc2coc3ccccc3c2=O)C(=O)N1	-3.6	0.2	-6.7	-5.2	-0.6	1.8	-2.2	-21.9	1.8
CN1C(=O)c2ccccc2NC(=O)[C@]12O[C@@H]2c1ccccc1	-14.5	0.0	-14.1	-8.4	1.6	-5.7	5.7	-3.9	9.9
CCN1C[C@@]2(COC)C3[C@@H](OC)[C@H]4[C@@H]1[C@@]3(C1C[C@H]3[C@H](OC(C)=O)C1[C@]4(OC(C)=O)C[C@H]3OC)[C@@H](OC)C[C@H]2OC(C)=O (stereo not given in full)	-3.5	0.4	15.8	-5.3	/	10.8	-10.8	/	-2.4
O=[N+]([O-])c1ccc(-c2ccccc2)c([As](=O)(O)O)c1	20.5	0.2	7.0	-1.9	0.9	1.8	-2.8	-18.4	12.7
Cc1cc(OCC(=O)N2CCC(C(=O)O)(c3ccccc3)CC2)c2c(C)cc(=O)oc2c1	-4.6	0.5	9.2	-2.3	1.4	-10.3	9.3	-17.9	-3.3

Full records, looked up by structure.
`COC(=O)C1=C(c2ccc(F)cc2OCc2ccccc2)C[C@@H]2CC[C@H]1N2C(=O)NC1Cc2ccccc2C1` is listed with CHO parental Ca: -25.1; CHO-K1 Ca ag: -0.7; M1 PAM parental: -12.6; CHRM1 agonist: -5.1; TAAR1 agonist: 19.9; M1 PAM: 5.8; CHRM1 antagonist: -12.6; TAAR1 antag: -2.0; CHO-K1 Ca antag: 11.0
`CCN1C[C@@]2(COC)C3[C@@H](OC)[C@H]4[C@@H]1[C@@]3(C1C[C@H]3[C@H](OC(C)=O)C1[C@]4(OC(C)=O)C[C@H]3OC)[C@@H](OC)C[C@H]2OC(C)=O` (stereo not given in full) is listed with CHO parental Ca: -3.5; CHO-K1 Ca ag: 0.4; M1 PAM parental: 15.8; CHRM1 agonist: -5.3; TAAR1 agonist: /; M1 PAM: 10.8; CHRM1 antagonist: -10.8; TAAR1 antag: /; CHO-K1 Ca antag: -2.4
`O=[N+]([O-])c1ccc(-c2ccccc2)c([As](=O)(O)O)c1` is listed with CHO parental Ca: 20.5; CHO-K1 Ca ag: 0.2; M1 PAM parental: 7.0; CHRM1 agonist: -1.9; TAAR1 agonist: 0.9; M1 PAM: 1.8; CHRM1 antagonist: -2.8; TAAR1 antag: -18.4; CHO-K1 Ca antag: 12.7

Screening results as filed in PubChem BioAssay.

A portion of the library, so the mix of outcomes need not match the whole.
